12-LOX inh: inhibitors of human 12S-lipoxygenase ALOX12 | P18054 | purified 12hLO, xylenol orange hydroperoxide absorbance | Potency, µM (top dose mostly 108 µM), for the others: at the highest dose activity change, negative = inhibition, usual class: inhibitors | 1.1% of 580,000 active; active = well fitted inhibition curve with a large enough effect; inconclusive = small, poorly fitted or top-dose-only effect, or another doubt; inactive = no such curve, though single readings can be large or run the other way
Target sequence (P18054 whole entry, looked up): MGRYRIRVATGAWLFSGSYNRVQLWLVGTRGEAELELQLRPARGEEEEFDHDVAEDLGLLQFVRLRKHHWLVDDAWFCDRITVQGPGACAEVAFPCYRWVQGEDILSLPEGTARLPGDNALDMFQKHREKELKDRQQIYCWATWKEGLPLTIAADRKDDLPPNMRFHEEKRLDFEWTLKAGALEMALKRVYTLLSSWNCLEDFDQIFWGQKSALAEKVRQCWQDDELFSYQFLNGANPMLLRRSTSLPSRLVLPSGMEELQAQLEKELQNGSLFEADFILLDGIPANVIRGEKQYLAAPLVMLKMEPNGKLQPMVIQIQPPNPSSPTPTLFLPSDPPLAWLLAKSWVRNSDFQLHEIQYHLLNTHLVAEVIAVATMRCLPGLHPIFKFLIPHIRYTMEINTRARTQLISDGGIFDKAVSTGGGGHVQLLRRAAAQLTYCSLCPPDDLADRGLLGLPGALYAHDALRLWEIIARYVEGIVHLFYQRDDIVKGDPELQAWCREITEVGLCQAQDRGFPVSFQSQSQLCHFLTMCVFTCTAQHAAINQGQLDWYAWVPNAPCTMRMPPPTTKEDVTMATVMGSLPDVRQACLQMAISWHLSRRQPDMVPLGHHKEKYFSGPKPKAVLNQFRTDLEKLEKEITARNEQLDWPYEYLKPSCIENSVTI
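Purified human 12hLO (150 nM final) in 25 mM Hepes, 0.01% Triton X-100, pH 7.0 was preincubated 15 min at room temperature with compound. Then 40 uM arachidonic acid was added, 30 min. Hydroperoxide was read by Fe-XO absorbance ratio 573/405 nm.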
* hit, by the source's call; ? = inconclusive; [ ] = dose if it differs, or a comment. % is scaled to controls: 0 for no effect and ±100 for the full control effect; potency is read from the fitted curve at half-maximal effect. This is a subset (hit frequency here may not be typical).

12-LOX inh | structure
7.8% | C[C@@H](CN(C)C[C@H]1C(=O)O[C@@H]2C[C@@]3(C)CCC[C@]4(CO4)C3CC21)[C@H](O)c1ccccc1 (stereo partly drawn)
? | COc1cc(-c2noc(-c3ncn4c3COC(c3ccc(F)cc3)C4)n2)cc(OC)c1OC (stereo not drawn)
8.6%[176 µM] | Cn1ccc2c(C(=O)NCc3cccnc3)nc(-c3cccc(F)c3)cc21
-27.5% | CN(CCO)c1cccc2c1S(=O)(=O)N(Cc1cn(Cc3ccc(F)cc3)nn1)Cc1ccccc1O2
2.7%[6.33 µM] | O=C(c1ccc(Cl)cc1)N1CCC2(CC1)CC(c1ccccc1)=NO2
31.8%[activator] | O=C(O)CCCC(=O)N1C[C@@H](C(=O)O)[C@H](c2ccc3c(c2)OCO3)C1
9.8% | O=C(Nc1cccc(F)c1)N1CC2CC(C1)[C@H]1CCCC(=O)N1C2 (stereo partly drawn)
-6.2% | COc1ccc(-c2c(NC(=O)c3ccc([N+](=O)[O-])cc3)oc3c(C)cccc3c2=O)cc1
-48.5% | CCSc1sc(CC)cc1C(C)=O
-25.9% | COc1ccc(C2=NCC(C)n3c2c2ccc(OC)cc2[n+]3[O-])cc1 (stereo not drawn)
-35.2% | Cc1c(Cl)cccc1NC(=O)N1CCSc2ncccc21
204.4%[activator] | Cc1c(CC(C)(C)C(=O)O)n(Cc2ccc(Cl)cc2)c2ccc(F)cc12
9.4%[176 µM] | C=CCNC(=O)[C@@H]1Cc2cn(CC=C)c3cccc(c23)[C@H](CC(C)C)N1
? | Cc1nn2c(c1-c1ccccc1[S+](C)(=O)[O-])N(C(=O)Cc1ccccc1)CCC2
6.0% | Cc1ccsc1C(=O)Nc1ccccc1Cc1ccccc1
? | COC(=O)/C(=C\C(C#N)=C/N(C)C)C(C)=O
60.4%[activator] | Cn1nnc(-c2ccc(C(=O)N3CCCC4(CCNCC4)CC3)cc2)n1
10.6% | O=C(CC1CCCO1)NC(c1cccs1)C1CCCC1 (stereo not drawn)
15.6% | Cc1ccn2cc(C(=O)N3CCN(c4cccc(Cl)c4)CC3)nc2c1
11.4% | CC(C)CN(CCCNC(=O)C1CCN(c2cnn(C)c(=O)c2)C1)CC(C)C (stereo not drawn)
-6.0% | O=S(=O)(c1ccc2oc(Nc3cccc(F)c3)nc2c1)N1CCCCC1
5.8% | Cc1nn(C)cc1CN1CC2(CCN(C(=O)C3CC3)CC2)CC1C(=O)O (stereo not drawn)
39.0%[activator] | Cc1nc2cccnc2n1CC1CCCN(S(=O)(=O)c2ccc(C(C)C)cc2)C1 (stereo not drawn)
-13.3% | COc1ccc(S(=O)(=O)NCC2CCC(C(=O)N[C@@H](C)C(=O)NCc3ccco3)CC2)cc1 (stereo partly drawn)
55.4%[176 µM] | CC1(COCC2CC2)COc2ccc(C(=O)Nc3cccnc3)cc2N1 (stereo not drawn)
8.5%[6.33 µM] | O=C(NCc1ccc(Cl)nc1)c1cn2c(n1)CN([S+](=O)([O-])c1cccc(C(F)(F)F)c1)CC2
? | O=C(/C=C/c1c(Cl)cccc1Cl)c1ccc(O)cc1
10.9%[6.33 µM] | CC(C)C1=NOC2(CCN([S+](=O)([O-])c3cccc(C(F)(F)F)c3)C2)C1 (stereo not drawn)
40.6%[activator] | CC(C)CN1C(=O)c2cccn2CC1C(=O)NCCN1CCCCC1 (stereo not drawn)
4.9% | C[C@H]1[C@H](c2ccccc2)Oc2cccc(NCCc3ccccc3)c2S(=O)(=O)N1Cc1ccc(F)cc1
-12.0%[176 µM] | COc1ccc(-c2nccc3c(=O)cc(N4CCOCC4)oc23)cn1
-29.9% | O=C(CCCc1nc2ccccc2o1)NCc1ccc(F)cc1
188.7%[activator] | CCCn1cc(CN2CCc3nc(NC)nc(C(=O)N4CCCC4)c3C2)c(C)n1
-2.7% | Cc1ncc(-c2ccc(S(=O)(=O)N3CCN(c4cccc(Cl)c4)CC3)cc2)o1
23.1% | Cc1ccc(C2Cn3nnc(C(=O)N4CCC(C(=O)NCc5ccccn5)CC4)c3CO2)cc1 (stereo not drawn)
41.1%[activator] | Cc1nc2n(c1C(=O)Nc1cc(-c3ccc(F)cc3)[nH]n1)CCC(Nc1ccc(F)cc1)C2 (stereo not drawn)
-8.6% | CCN(Cc1ccc(OC)c(F)c1)C(=O)c1nn(C)c(=O)c2ccccc12
17.3% | CCCCC1CCC(C(=O)NCC2CCN(c3cnn(C)c(=O)c3)C2)CC1 (stereo not drawn)
5.8% | CCOc1ccc(-c2cc(C(=O)NCc3ccncc3)c3ccccc3n2)cc1
-23.9% | O=C(Nc1ccccc1C(=O)OCC(=O)N1CCc2ccccc21)c1ccc([N+](=O)[O-])cc1Cl
-22.7% | Cc1nnc(NC(=O)C2CC(=O)N(c3n[nH]c4cc(Br)ccc34)C2)s1 (stereo not drawn)
101.8%[activator] | CCN(Cc1ccccc1F)C(=O)c1cc(COc2ccccc2)[nH]n1
-0.5% | Cc1oc(-c2ccccc2)nc1C(=O)N(C)CC(=O)Nc1cccc(F)c1
48.8% | COCCNC(=O)c1noc(-c2ccccc2F)n1
-2.3% | CN1CCN(C(=O)N[C@@H]2CCOC[C@H]2OCc2ccccc2)CC1
-10.5% | COCCOc1cccc(F)c1C(=O)/C=C/c1ccc(C#N)cc1
9.2% | Cn1c(=O)n(C)c2cc(Sc3ccccc3Cl)c(NC(=O)C(C)(C)C)cc21
? | CN(C)CCCN(C(=O)COc1ccccc1)c1nc2ccc(Br)cc2s1

Three consecutive compounds out of the list so far, quoted:
12-LOX inh | structure
-10.5% | COCCOc1cccc(F)c1C(=O)/C=C/c1ccc(C#N)cc1
9.2% | Cn1c(=O)n(C)c2cc(Sc3ccccc3Cl)c(NC(=O)C(C)(C)C)cc21
? | CN(C)CCCN(C(=O)COc1ccccc1)c1nc2ccc(Br)cc2s1

New compounds follow.
12-LOX inh | structure
72.7%[activator] | CC(=O)N1CCC(CC(=O)N[C@@H]2CN(C)C[C@H]2CN(C)C)CC1
1.8% | O=C(c1cccs1)N(c1ccccc1)C1C=CS(=O)(=O)C1 (stereo not drawn)
3.16µM* | Fc1ccc(N/N=C/c2ccccc2Cl)c(F)c1
43.8%[activator] | NC(=O)c1ccccc1OC[C@@H]1CCCN2CCCC[C@H]12
22.6% | CN1CCN(c2nc(C(=O)NC(C)(C)C)cs2)CC1
? | Oc1cccc(C(O)CNC/C=C/c2ccccc2)c1 (stereo not drawn)
88.1%[activator][176 µM] | COc1ccccc1CN1CC[C@H](c2nnc(Cc3c[nH]c4ccccc34)o2)C1
65.9%[activator] | COc1ccc(C(=O)N2CC(C(=O)N(C)C)C3(CCOCC3)C2)cc1 (stereo not drawn)
0.1%[6.33 µM] | CCOC(=O)C1CC1CN1CCCCC12Cc1ccccc1CNC2=O (stereo not drawn)
-34.5% | O=C(NCCc1ccccc1)c1nc(-c2cccc3[nH]ccc23)no1
3.4% | O=C1NC2(CCCN(Cc3ccc(C(F)(F)F)cc3)C2)Oc2ccccc21 (stereo not drawn)
36.4% | O=C(O)c1ccccc1CCc1ccccc1
? | Cc1nc(NCc2ccc(C(=O)N3CCCCC3)cc2)cc(C2CC(N)C2)n1 (stereo not drawn)
? | Cc1[nH]c(C=O)c(C)c1C
21.8% | COc1ccc(OC)c(C(O)Cn2ccn3nc(-c4cccs4)cc3c2=O)c1 (stereo not drawn)
? | COc1cccc(C(=O)Nc2sc3c(c2C(N)=O)CCCC3)c1OC(F)F
? | CC(Sc1ccccc1)C(=O)OCc1nc(N)nc(Nc2ccc(Cl)cc2)n1 (stereo not drawn)
79.8%[activator] | Cc1ncsc1CN1CCCCCCN(C)C(=O)[C@@H]2CCC[C@@H]21
? | COC(=O)C1=C(CN2CCN(C)CC2)NC(=O)NC1c1ccc(C)cc1 (stereo not drawn)
-10.9% | O=C(Nc1cccc(O)c1)c1cc(=O)[nH]c2ccccc12
49.6%[activator] | COCCN1CCCCCC(O)c2cc(C(=O)NCCN3CCOCC3)ccc21 (stereo not drawn)
10.9% | CCN(CC)C(=O)CN(C)C(=O)CCc1ccccc1
? | C[C@@H]1COc2cc(NCCCN3CCOCC3)ccc2S(=O)(=O)N1
-23.2% | COc1ccccc1-n1c(Cc2cccc3ccccc23)nnc1SCC(=O)O
212.4%[activator] | Cc1cc(C(=O)N2CCC(O)(c3ccccc3)[C@H](N3CCCC3)C2)n[nH]1 (stereo partly drawn)
-14.9% | Cc1ccc(C)c(OCC(O)Cn2nnc(-c3cccnc3)n2)c1C (stereo not drawn)
? | Cc1nn(-c2ccccc2)c(Oc2ccc(F)cc2F)c1CCC(=O)NCC1CCCO1 (stereo not drawn)
26.0% | CCOc1cc(=O)n2c(c1C(=O)Nc1ccc(F)c(F)c1)CCCC2
42.7%[activator] | CCc1nncn1C1CCN(S(=O)(=O)c2ccc(C)c(Cl)c2)CC1
0.4% | CNc1snc(C)c1C(=O)N(C)CCOc1ccc(F)cc1
2.1% | CCNCc1ccc(OCc2cccs2)c(OC)c1
-30.2%[57.4 µM] | CCOc1ccccc1N=Nc1c(C)[nH]n(-c2nc(-c3ccccc3)cs2)c1=O
19.1% | O=c1[nH]cccc1-c1nccc(C2(c3ccccc3Cl)CCNCC2)n1
? | CCOc1ccc(OCCCCOc2cccc(Br)c2)cc1
-3.6% | O=C(c1ccc2c(c1)N(Cc1ccccc1)C(=O)c1ccccc1S2=O)N1CCOCC1 (stereo not drawn)
-25.2% | CCN(CC)S(=O)(=O)c1cc(NC(=S)Nc2cccc(C)c2)ccc1C
33.5%[57.4 µM] | CNc1nc(-c2ccc3c(N)n[nH]c3c2)cc(N2C[C@@H](C(=O)NC3CCCCC3)CC[C@@H]2C)n1
12.1% | O=C1CC(c2ccccc2)N(S(=O)(=O)c2ccccc2)CCCCCCN1 (stereo not drawn)
86.2%[activator] | CCN(CC)CCNC(=O)C1CCCN(Cc2ccncc2)CCC(=O)NCC1 (stereo not drawn)
-13.0% | CCC(C(=O)c1ccccc1)n1c(N2CCN(C)CC2)nc2c1c(=O)n(C)c(=O)n2C (stereo not drawn)
7.2% | O=C(NCC(c1ccccc1)c1ccccc1)c1cc2ccccc2[nH]1
-2.6% | COc1ccc(NC(=O)N2CCCCC2c2n[nH]c(C)n2)cc1 (stereo not drawn)
? | O=C(NCC(c1ccco1)N1CCCCC1)c1nn(Cc2ccccc2)c(=O)c2ccccc12 (stereo not drawn)
-10.8% | COC(=O)c1ccc(CN2C(=O)[C@@H]3C[C@@H](O)CN3C3(CN(Cc4cccc(OC)c4)C3)C2=O)cc1
? | CC(C)NC(=O)C[C@@H]1c2nc(NC(=O)C3CCCCC3)sc2C[C@@H]2[C@](C)(CO)[C@H](O)CC[C@]21C
68.4%[activator] | CC(C)C1=NS(=O)(=O)c2cc(NC(=O)c3ccco3)ccc2N1c1ccccc1
-21.5% | CCc1ccc(C(=O)C(C)Sc2nc3ccccc3c(=O)n2CCC(=O)OC)cc1 (stereo not drawn)
18.8% | COc1cccc(CNC(=O)C2(C)CCCCC(=O)N2)c1OC (stereo not drawn)
19.1% | COC1CCC12CCN(C(=O)c1cnccn1)CC2 (stereo not drawn)
6.8% | Cc1cc(C)cc(C(=O)N2CCCC(n3cc(-c4noc(C)n4)nn3)C2)c1 (stereo not drawn)
27.4% | COc1ccc(-c2cc(N3CCN(C(=O)c4ccc(F)cc4F)CC3)n[nH]2)cc1
? | O=C(Nc1nc(-c2cc3ccccc3oc2=O)cs1)c1ccc(Cl)cc1
? | CC1CCC2(CC1)N=C(c1ccc(Cl)c(Cl)c1)C(=S)N2 (stereo not drawn)
-0.3% | O=C(c1ccc2cc[nH]c2c1)N1CCC2(CC1)N=C(c1ccccc1)NO2
10.5% | Cc1ccc(-c2cc3c(=O)n(CCNC(=O)c4ccc(N(C)C)cc4)ccn3n2)c(C)c1
-2.3% | COc1ccc(C(=O)OCc2cc(=O)n3oc(C)cc3n2)cc1NC(=O)C(C)(C)C
27.7%[176 µM] | F[C@@H]1CN(Cc2ccc(C(F)(F)F)cc2)C[C@@H]1OCc1nc2ccncc2[nH]1
25.1µM* | CSC1=N/C(=C\c2ccc(-c3ccc(Cl)cc3)o2)C(=O)S1
4.7% | CN(C)C[C@@H]1CN(S(C)(=O)=O)C[C@H]1NC(=O)c1cccn1C
-30.6% | CCCCn1nc(C(=O)NCCC(=O)O)c2ccccc2c1=O

Structural class: the compounds so far with bromine (3)
12-LOX inh | structure
-22.7% | Cc1nnc(NC(=O)C2CC(=O)N(c3n[nH]c4cc(Br)ccc34)C2)s1 (stereo not drawn)
? | CN(C)CCCN(C(=O)COc1ccccc1)c1nc2ccc(Br)cc2s1
? | CCOc1ccc(OCCCCOc2cccc(Br)c2)cc1

(cont.)
12-LOX inh | structure
7.0% | O=C(Cn1nc2c(cc1=O)CCCC2)NCc1cccc(F)c1
14.4% | CCOC(=O)c1ccc(NC(=O)c2cc(=O)c3cc(C)c(C)cc3o2)cc1
66.7%[activator] | Cc1noc([C@H]2CCN(C(=O)Nc3ccccc3F)C[C@H]2NC(=O)C2CC2)n1
? | N#Cc1ccc(OCc2cccc(C(F)(F)F)c2)cc1

Reformatted with each value named: part of the list above
> O=C(NCc1ccc(Cl)nc1)c1cn2c(n1)CN([S+](=O)([O-])c1cccc(C(F)(F)F)c1)CC2
  12-LOX inh: 8.5%[6.33 µM]
> O=C(/C=C/c1c(Cl)cccc1Cl)c1ccc(O)cc1
  12-LOX inh: ?

Screening results as filed in PubChem.
